# Source: PubChem BioAssay (Broad Institute)
# LGR2 inh – blocks bursicon-induced cAMP signaling via Drosophila LGR2. HEK293 LGR2, CRE-luciferase, bursicon-stimulated, 4 h. inhibition, % at 9.99 µM. 380,000 compounds, 0.35% hits. AID 720647;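 active = drop in luminescence signal, shown as inhibition above about 50% in the replicate tests, limit read from the data, passing the limit was not always enough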;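 also: agonist challenge used bursicon conditioned medium at about half maximal strength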
# PAX8 reporter – lowers PAX8-driven luciferase in RMG-I cells; RMG-I TPO-luciferase reporter, SteadyGlo, 24 h; inhibition, % at 12.6 µM; 360,000 compounds, 1.2% hits;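 active = mean replicate inhibition at least 60% with every replicate also reaching 60%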;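 also: luciferase light reporting Pax8 driven TPO promoter activity; plate controls were median of neutral control wells for no effect and mitoxantrone controls for full effect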
# ERAP1 HTS inh – blocks human ERAP1 aminopeptidase activity | Q9NZ08 | recombinant ERAP1, Leu-AMC fluorescence, 60 min | inhibition, % at 10.7 µM | 340,000 compounds, 0.15% hits | AID 652197;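 active = mean replicate inhibition of at least 30%, or all replicates individually reaching that 30% level; inactive = mean below 30% and not every replicate reaching it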;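 also: 0% = neutral control wells and 100% = L-leucinethiol positive control wells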
# Target sequence (Q9NZ08 whole entry, looked up): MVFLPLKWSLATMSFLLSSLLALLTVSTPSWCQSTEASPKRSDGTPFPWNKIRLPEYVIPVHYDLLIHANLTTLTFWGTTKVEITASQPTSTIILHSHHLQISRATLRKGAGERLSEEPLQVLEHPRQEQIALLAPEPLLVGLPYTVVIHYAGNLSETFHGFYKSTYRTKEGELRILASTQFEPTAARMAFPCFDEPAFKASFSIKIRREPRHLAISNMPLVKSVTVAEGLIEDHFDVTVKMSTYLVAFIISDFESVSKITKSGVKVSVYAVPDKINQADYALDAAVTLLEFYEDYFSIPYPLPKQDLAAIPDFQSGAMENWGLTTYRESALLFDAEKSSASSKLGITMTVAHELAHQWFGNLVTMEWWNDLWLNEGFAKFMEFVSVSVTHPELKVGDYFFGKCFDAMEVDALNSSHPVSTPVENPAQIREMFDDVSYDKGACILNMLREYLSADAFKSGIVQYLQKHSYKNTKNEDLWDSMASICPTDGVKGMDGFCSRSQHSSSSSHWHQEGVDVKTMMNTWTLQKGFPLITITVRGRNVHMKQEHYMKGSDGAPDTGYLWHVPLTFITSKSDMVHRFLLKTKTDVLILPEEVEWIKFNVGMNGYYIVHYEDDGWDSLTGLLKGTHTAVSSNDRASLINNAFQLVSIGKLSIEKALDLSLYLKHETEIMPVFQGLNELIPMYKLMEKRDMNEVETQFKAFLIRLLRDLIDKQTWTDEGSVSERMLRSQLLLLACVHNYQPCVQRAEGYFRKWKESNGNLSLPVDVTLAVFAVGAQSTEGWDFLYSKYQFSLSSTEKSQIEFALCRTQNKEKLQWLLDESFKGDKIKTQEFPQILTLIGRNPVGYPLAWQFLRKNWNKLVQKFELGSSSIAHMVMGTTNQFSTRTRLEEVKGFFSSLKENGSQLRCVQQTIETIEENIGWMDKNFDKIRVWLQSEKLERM
# S100A4 MyoIIA – S100A4-myosin IIA interaction inhibition; inhibition, % at 10.7 µM; P26447; S100A4/TAMRA-MyoIIA peptide fluorescence polarization; 360,000 compounds, 0.14% hits; AID 652163;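 active = mean inhibition of at least 70% across replicates, with every replicate also reaching that level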
#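 Material: S100A4 monomer (human). Medium: Calcium-containing HEPES buffer, pH 7.2. Probe or stimulus: labelled myosin peptide probe, 5 nM. Compound dosing: one concentration per compound. Timing: polarization read 5 min after assay mix addition, stable 5–60 min. Benchmarks: DMSO as neutral control, TFP as positive control.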
# EWS-Fli inh – EWS/Fli transcriptional activity inhibition | A673 NR0B1-luciferase reporter, viability-normalised | inhibition, % at 12.6 µM | 350,000 compounds, 0.67% hits | AID 651661;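 active = mean inhibition of at least 50% after viability correction, with every replicate also passing that limit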;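 also: firefly luciferase signal divided by Alamar Blue viability fluorescence both relative to DMSO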
# FN deposit inh – fibronectin deposition inhibition | 350,000 compounds, 0.086% hits | inhibition, % at 12.6 µM | AH1F fibroblasts, Alexa488-fibronectin deposition fluorescence, overnight;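 active = mean inhibition across replicates of 30% or more, regardless of how many single replicates reach that level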;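 also: positive control wells lacked labelled fibronectin entirely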
#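 Material: AH1F fibroblast monolayer depositing Alexa488-labelled fibronectin into matrix / Amount: 10000 AH1F cells per well / Signal: fluorescence 485/525 nm / Medium: DMEM, 2% serum / Compound: single dose, pinned / Incubation: 1 h cell adhesion before compound, then overnight fibronectin incubation / Reagent: Alexa488-FN, 24 nM final / Read-out: inhibition of fibronectin deposition signal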
# PGC1a acetyl inh – modulators of PGC1a acetylation; U2OS PGC1a acetylation, AlphaScreen anti-acetyl-lysine; with virally co-expressed GCN5 acetyltransferase; inhibition, % at 15.6 µM; 350,000 compounds, 0.17% hits; AID 651687;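 active = every replicate shows inhibition of at least 40%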;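 also: 0% = neutral control wells and 100% = positive control wells; some results beyond the cut were filed as inactive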
# PglD DTNB – inhibitors of Campylobacter jejuni PglD acetyltransferase. purified PglD enzyme, DTNB colorimetric CoA detection. inhibition, % at 12.5 µM. 360,000 compounds, 0.098% hits. AID 602405; in the data active = inhibition above about 16%, passing the limit was not always enough; also: strong numbers were not always called active
# Starred values were filed as active, the others as inactive; · = not tested or not shown; & = joins results of further samples. The order is random. Share with any hit: about 2.1%.
SMILES,LGR2 inh,PAX8 reporter,ERAP1 HTS inh,S100A4 MyoIIA,EWS-Fli inh,FN deposit inh,PGC1a acetyl inh,PglD DTNB
CCCCC(O)(c1ccc(OC)cc1)C(CN1CCOCC1)c1ccccc1 (stereo not given),0,-3,1,-3,9,-8,-10,3
Cn1c(=O)c2c(ncn2CC(COCc2ccccc2)OCc2ccccc2)n(C)c1=O (stereo not given),16,13,·,3,19,3,·,·
CCN(Cc1ccc(OC)c(COC)c1)CC1CCCN(CCc2cccc(OC)c2)C1 (stereo not given),12,14,0,16,20,14,·,-10
O=C(CNCC1CCCO1)N1CCN(S(=O)(=O)c2ccc3ccccc3c2)CC1 (stereo not given),·,-29,·,·,·,3,-11,3
CCCN1[C@@H]2c3ccc(-c4ccccc4)c(=O)n3C[C@H]1[C@H](CO)[C@H]2C(=O)N1CCCCC1,-7,·,4,13,-6,·,·,5
FC(F)(F)c1ccccc1Cc1c(-c2ccc(Cl)cc2)nc2c3ccccc3ccn12,-19,16,0,-3,7,6,·,·
O=C(NNC(=O)c1cccs1)c1ccc([N+](=O)[O-])cc1,11,1,-2,-3,-11,7,·,·
CC(=O)N1[C@@H](CO)[C@@H](c2ccccc2)C12CN(S(=O)(=O)c1ccccc1)C2,-2,-5,-4,0,-6,-9,11,·
CN(Cc1ccccc1F)C(=O)CCNC(=O)c1ccc(C(C)(C)C)cc1,-1,6,-2,1,3,-10,1,5
COc1ccc2[nH]cc(CCNC(=O)Cc3ccc(F)cc3)c2c1,8,2,-1,1,16,-8,-3,2
CSc1ccccc1NC(=O)Nc1ccccc1Cl,-8,-18,-2,-11,-36,-5,-2,7
Cc1ccc(S(=O)(=O)Nc2cccc3c2O[C@H](CN(C)CC2CC2)[C@@H](C)CN([C@H](C)CO)C3=O)cc1,-9,-22,1,1,-4,·,·,-2
Nc1ccccc1Nc1cc(-c2ccccc2)nn1-c1ccccc1,9,-1,2,6,-13,0,·,·
CC1CC(C)CN(C(=O)CCCNC(=O)c2ccc(Cl)cc2)C1 (stereo not given),5,7,2,-8,5,0,4,3
Cc1c(O)c(=O)c2ccccc2n1C,3,-14,-5,-17,0,4,9,0
COc1ccc([N+](=O)[O-])cc1NC(=O)c1csc(C)c1,-28,3,-1,-1,·,7,·,-5
C[C@@H]1CCCCO[C@@H](CN(C)Cc2ccc(C(F)(F)F)cc2)[C@@H](C)CN([C@@H](C)CO)C(=O)c2cc(NC(=O)c3ccccc3)ccc2O1,-4,12,1,-2,-5,·,31,6
Cc1[nH]c2ccccc2c1C(c1ccncc1)N1CCN(c2ccc(F)cc2)CC1 (stereo not given),-4,0,·,·,·,0,0,2
CNC(=S)SCCOc1ccccc1C,-10,12,1,1,-2,-8,-4,-2
Cc1cc(=O)oc2cc(NC(=S)NCc3ccccn3)ccc12,-12,-36,-11,-3,-10,-5,·,-4
Cn1c(=O)[nH]c2c(cnn2C)c1=O,4,-12,-3,-22,-4,-8,2,-7
C/C=C/c1cnc2c(c1)C(=O)N([C@@H](C)CO)C[C@H](C)[C@@H](CN(C)C(=O)Cc1ccccc1)O2,-9,·,0,4,1,·,5,-1
O=C(C[C@H]1C=C[C@H](NC(=O)Nc2ccc(C(F)(F)F)cc2)[C@@H](CO)O1)NCc1cc(F)cc(F)c1,-16,41,-2,-23,26,-6,-9,-2
C[C@H](CO)N1C[C@H](C)[C@H](CN(C)C(=O)CC2CC2)Oc2cc(C3=CCCC3)ccc2S1(=O)=O,0,·,3,6,-2,·,-4,1
CCC(C)NS(=O)(=O)c1ccc(OCC(=O)N2CCCC2)cc1 (stereo not given),-12,·,-6,-1,-5,·,4,·
CCC(C)(C)n1nnnc1C(c1cccs1)N1CCN(Cc2ccccc2)CC1 (stereo not given),-2,·,-1,6,3,·,-3,5
CCS(=O)(=O)NCC[C@@H]1CC[C@@H](NC(=O)C2CC2)[C@@H](CO)O1,-6,-26,-4,5,1,·,6,·
Cc1ccc([N+](=O)[O-])cc1N=C1C(=O)Nc2ccccc21,-2,9,3,-4,37,-10,4,-11
COC(=O)c1ccc(CNC(=O)CN(CCC(C)C)S(=O)(=O)c2ccc3c(c2)OCCO3)cc1,12,25,4,-1,2,6,-7,5
CCN(CC)S(=O)(=O)c1ccc2oc(C(=O)NC3CCCc4ccccc43)c(C)c2c1 (stereo not given),11,·,-1,-11,·,·,1,-4
Cn1c(=O)c2[nH]c(CN3CCCCC3)nc2n(C)c1=O,-9,0,-1,-1,-19,·,0,·
CCCN1C[C@@H](C)[C@H](OC)CN(C)C(=O)c2ccc(NC(=O)Nc3ccccc3F)cc2OC[C@@H]1C,-5,-5,2,-8,-5,-16,5,1
Cc1cc(C)cc(OCC(=O)OC(C)C(=O)Nc2c(C)n(C)n(-c3ccccc3)c2=O)c1 (stereo not given),-19,-5,5,-4,-6,0,·,0
C=CCNC1=C(Cl)C(=O)N(Cc2ccccc2)C1=O,-8,1,2,-3,6,1,-25,-3
CC(C)C(=O)N1CCC2(CC1)Oc1ccc(Cl)cc1C(=O)C21CC(c2cccnc2)=NO1 (stereo not given),9,11,-2,1,0,0,-2,-4
C[C@H](CO)N1C[C@H](C)[C@H](CN(C)S(=O)(=O)c2ccccc2)Oc2ccc(NC(=O)C3CCCCC3)cc2C1=O,-17,18,-2,10,7,·,·,0
COc1ccccc1N1CCN(CCCN2C(=O)C3CCCCN3C2=O)CC1 (stereo not given),5,32,-2,-16,7,-4,·,-5
CCn1ncc(Br)c1C(=O)Nc1ccn(C23CC4CC(CC(C4)C2)C3)n1,-1,-28,·,·,·,8,-2,0
CCCCC[C@@H](C)N1C[C@@H](COCc2ccccc2)Oc2cc(N3CCC[C@H]3C(N)=O)ccc2S1(=O)=O,13,21,4,0,7,8,·,·
CC(C)(C)[C@@H]1C=C(C(=O)NCc2ccccc2)O[C@H](OCc2ccc(CO)cc2)C1,-30,-19&-6,1&-1,10&2,9&23,-11,-3,-2&-5
O=C(CCN1CCN(S(=O)(=O)c2ccc(Cl)cc2)CC1)Nc1ccccc1F,13,10,-4,-4,6,14,-6,·
C[C@H](CO)N1C[C@H](C)[C@@H](CN(C)C)Oc2ccc(NC(=O)Nc3cccc4ccccc34)cc2C1=O,11,-1,·,·,-4,·,3,·
C=CCNC(=O)[C@@H]1[C@H]2C(=O)O[C@H](c3ccccc3)[C@H](c3ccccc3)N2[C@H](c2ccc(O)cc2)[C@@]12C(=O)Nc1ccc(C#CCC(C(=O)OC)C(=O)OC)cc12,·,5,3,-1,2,·,6,4
O=C1NC[C@@H](CCCCN2C[C@H](Cc3ccccc3)N(CC3CCCCC3)C(=O)C2=O)N(Cc2ccccc2)C1=O,-1,8,-2,0,3,0,·,·
CCn1nc(C)cc1C(=O)N1CCCC(C(=O)c2ccccc2SC)C1 (stereo not given),4,16,2,0,8,-41,1,0
O=C(CCCCCn1c(=S)[nH]c2cc3c(cc2c1=O)OCO3)N1CCN(c2ccc(F)cc2)CC1,-7,3,3,0,19,6,-27,-1
CCOC(=O)c1c(NC(=O)COC(=O)C2CCC2)sc(C(=O)N(C)C)c1C,10,·,-3,-5,3,0,6,-3
CC(C)OCCCn1c(SCC(=O)Nc2ccccc2C(F)(F)F)nc2nccnc2c1=O,7,4,-5,-8,·,-19,-21,-6

# 4 structures already listed, sorted by formula weight, falling.
SMILES,LGR2 inh,PAX8 reporter,ERAP1 HTS inh,S100A4 MyoIIA,EWS-Fli inh,FN deposit inh,PGC1a acetyl inh,PglD DTNB
CC(C)OCCCn1c(SCC(=O)Nc2ccccc2C(F)(F)F)nc2nccnc2c1=O,7,4,-5,-8,·,-19,-21,-6
CCn1ncc(Br)c1C(=O)Nc1ccn(C23CC4CC(CC(C4)C2)C3)n1,-1,-28,·,·,·,8,-2,0
CC(C)(C)[C@@H]1C=C(C(=O)NCc2ccccc2)O[C@H](OCc2ccc(CO)cc2)C1,-30,-19&-6,1&-1,10&2,9&23,-11,-3,-2&-5
CCn1nc(C)cc1C(=O)N1CCCC(C(=O)c2ccccc2SC)C1 (stereo not given),4,16,2,0,8,-41,1,0

# Sorted by the number under PglD DTNB (ascending): 6 of the compounds above.
smiles	LGR2 inh	ERAP1 HTS inh	S100A4 MyoIIA	PGC1a acetyl inh	PglD DTNB
CC(C)OCCCn1c(SCC(=O)Nc2ccccc2C(F)(F)F)nc2nccnc2c1=O	7	-5	-8	-21	-6
COc1ccccc1N1CCN(CCCN2C(=O)C3CCCCN3C2=O)CC1 (stereo not given)	5	-2	-16	·	-5
CCOC(=O)c1c(NC(=O)COC(=O)C2CCC2)sc(C(=O)N(C)C)c1C	10	-3	-5	6	-3
O=C(CCCCCn1c(=S)[nH]c2cc3c(cc2c1=O)OCO3)N1CCN(c2ccc(F)cc2)CC1	-7	3	0	-27	-1
CCn1ncc(Br)c1C(=O)Nc1ccn(C23CC4CC(CC(C4)C2)C3)n1	-1	·	·	-2	0
C=CCNC(=O)[C@@H]1[C@H]2C(=O)O[C@H](c3ccccc3)[C@H](c3ccccc3)N2[C@H](c2ccc(O)cc2)[C@@]12C(=O)Nc1ccc(C#CCC(C(=O)OC)C(=O)OC)cc12	·	3	-1	6	4

# (cont.)
SMILES,LGR2 inh,PAX8 reporter,ERAP1 HTS inh,S100A4 MyoIIA,EWS-Fli inh,FN deposit inh,PGC1a acetyl inh,PglD DTNB
S=C1NC[C@H](Cc2cccc3ccccc23)N1CC1CCCCC1,4,3,2,-9,1,3,1,-5
COC(=O)C(Cc1c[nH]c2ccccc12)NC(=O)CCNC(=O)c1ccco1 (stereo not given),9,7,-3,0,-13,0,2,-1
COc1ccc(-c2cnnc(N/N=C/c3ccc(O)cc3)n2)cc1,-24,-28,-1,-1,-6,2,-6,·
COc1ccc(OC)c(NC(=O)c2nc(S(=O)(=O)Cc3ccccc3)ncc2Cl)c1,16,53,0,1,·,56*,1,3
